RXFP1 antag: antagonists of human relaxin receptor RXFP1; HEK293-RXFP1, relaxin-stimulated cAMP HTRF, 30 min; stronger effect = lower value; activity change, negative = inhibition, % at 57.5 µM; 350,000 tested, 0.59% active; AID 1259400;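 active = activity change of -60% or lower, but not beyond a set lower limit; inconclusive = change between -60% and -40%, or beyond the set limit; inactive = change above -40%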; note: % is set by controls: 0 for no effect and ±100 for the full control effect
D1 ag: human D1 receptor agonism | P21728 | HEK293 T-REx D1 cells, calcium flux, agonist mode | activation, % at 2 µM | 360,000 tested, 1% active | AID 504660; in the data active = activation above about 30%; note: 0% is about no effect
Target sequence (P21728 whole entry, looked up): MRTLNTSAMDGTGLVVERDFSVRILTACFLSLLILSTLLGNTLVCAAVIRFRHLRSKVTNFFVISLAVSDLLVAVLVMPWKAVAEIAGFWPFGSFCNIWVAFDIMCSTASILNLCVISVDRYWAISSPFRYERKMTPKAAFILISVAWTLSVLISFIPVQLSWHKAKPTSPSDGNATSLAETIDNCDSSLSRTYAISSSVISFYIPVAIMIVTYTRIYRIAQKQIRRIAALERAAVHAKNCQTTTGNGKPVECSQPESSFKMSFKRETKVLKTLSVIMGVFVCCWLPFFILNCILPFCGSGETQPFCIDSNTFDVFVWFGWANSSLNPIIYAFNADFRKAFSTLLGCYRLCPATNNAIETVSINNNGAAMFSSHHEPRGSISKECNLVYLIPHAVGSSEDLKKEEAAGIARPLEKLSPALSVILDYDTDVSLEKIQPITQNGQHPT
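Inducible HEK293 T-REx D1 cells, force-coupled to calcium signalling, were plated at 4000 cells/well with tetracycline and held overnight at 30 C. After no-wash calcium dye loading, compound-evoked calcium rise over 180 s flagged agonists.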
D1 antagonist: blocks dopamine activation of the human D1 receptor; activity change, negative = inhibition, % at 10 µM; P21728; 360,000 tested, 3.2% active; AID 504652; HEK293 TREx D1 cells, calcium flux, dopamine EC80; stronger effect = lower value; in the data active = activity change below about -30%; note: % is set by controls: 0 for no effect and ±100 for the full control effect
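Allosteric or orthosteric antagonism assessed as attenuation of the calcium response to EC80 dopamine, added 180 s after compound, in induced HEK293 Trex D1 cells loaded with no-wash calcium dye.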
RXFP1 agonist: agonists of human relaxin receptor RXFP1; Potency, µM (highest dose often 57.5 µM), for the others: at the top dose activation, most hits filed as activators; HEK293T-RXFP1 cAMP TR-FRET, 30 min; response scale: percent of porcine relaxin response, buffer zero; 370,000 tested, 0.3% active; AID 2676; active = well fitted activation curve with a large enough effect; inconclusive = small, poorly fitted or top-dose-only effect; note: potency is the fitted concentration of half-maximal effect; % is set by controls: 0 for no effect and ±100 for the full control effect; nearly all actives have a fitted effect of over 60% in size; many of its hits are not listed in these tables
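Agonist response is measured as cAMP accumulation in an RXFP1-transfected HEK293T line under PDE4 inhibition. Values are scaled between buffer-only and 29 nM porcine relaxin, and EC50s come from standard Hill equation fits.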
D1 PAM: potentiators of human D1 dopamine receptor; P21728; HEK293 TREx D1 cells, calcium flux, dopamine EC20 potentiation; potentiation, % at 10 µM; 360,000 tested, 0.036% active; AID 504651; in the data active = potentiation above about 30%; note: 0% is about no effect
D2 agonist: activates the human D2 dopamine receptor. 340,000 tested, 0.53% active. P14416. activation, % at 2 µM. HEK293 T-REx D2 cells, calcium flux agonist mode. AID 485358;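 active = activation over 3 SD above normal in the single-dose calcium agonist read, cut at about 30% in these data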; note: 0% is about no effect
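Tetracycline-induced HEK293 Trex cells with D2 receptor force-coupled to calcium signaling, plated overnight at 30 C and loaded with no-wash calcium dye. Calcium flux read kinetically for 180 s after compound addition; responses flag agonists.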
TRHR PAM: TRH receptor (human) allosteric enhancement; 360,000 tested, 0.66% active; P34981; AID 493056; TRHR cells, fluo-8 calcium fluorescence, EC20 TRH enhancement; enhancement, % at 2 µM; in the data active = enhancement above about 30%; note: 0% is about no effect
Target sequence (P34981 whole entry, looked up): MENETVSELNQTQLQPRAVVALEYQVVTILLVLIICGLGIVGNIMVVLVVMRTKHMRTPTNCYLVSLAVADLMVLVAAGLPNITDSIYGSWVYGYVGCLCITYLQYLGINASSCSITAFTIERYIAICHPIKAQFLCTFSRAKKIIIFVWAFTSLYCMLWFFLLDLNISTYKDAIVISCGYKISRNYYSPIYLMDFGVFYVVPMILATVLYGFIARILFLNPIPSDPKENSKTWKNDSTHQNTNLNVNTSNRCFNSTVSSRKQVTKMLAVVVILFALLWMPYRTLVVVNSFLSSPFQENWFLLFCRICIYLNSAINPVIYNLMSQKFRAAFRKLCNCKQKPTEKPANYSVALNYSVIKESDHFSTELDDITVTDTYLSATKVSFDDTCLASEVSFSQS
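Enhancer read-out: after compound pinning and an initial kinetic agonist-mode read, an EC20 of TRH (10 nM final) was injected and fluo-8 calcium signal (Ex 480/Em 530) followed at 1 s/cycle for 100 cycles in TRHR-expressing cells.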
D2 PAM: positive allosteric modulators of human D2 dopamine receptor; P14416; HEK293 T-REx D2, calcium flux, EC20 dopamine potentiation; potentiation, % at 10 µM; 340,000 tested, 0.34% active; AID 485347;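 active = potentiation over 3 SD above the plate norm, cut at about 30% in these data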; note: 0% is about no effect
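Potentiation of an EC20 dopamine calcium response measured kinetically over 180 s, after a preceding 180 s compound-only read flagging agonists. Cells: inducible Hek293 Trex D2 line, 4000/well, cultured overnight at 30 C before dye loading.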
D2 antag: antagonists of human D2 dopamine receptor | HEK293 TREx D2 cells, calcium flux, dopamine EC80 | 340,000 tested, 2% active | P14416 | inhibition, % at 10 µM; in the data active = inhibition above about 30%; note: 0% is about no effect
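Dopamine at EC80 is the agonist stimulus; test compounds precede it by 180 s. Calcium flux read kinetically in a force-coupled, inducible HEK293 T-REx D2 cell line.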
* hit, by the source's call; ? = inconclusive; . = no result given. Some of the compounds tested; count on the stated rates, not on these rows.

SMILES,RXFP1 antag,TRHR PAM,D2 antag,RXFP1 agonist,D1 PAM,D2 PAM,D1 ag,D1 antagonist,D2 agonist
CSc1ccccc1NC(=O)c1cc(CC(C)C)on1,-9,-2,0,2.4%,5,-10,0,2,2.2
O=C(Nc1cc(SCCO)cc([N+](=O)[O-])c1)c1ccco1,10,5,-10,1.0%,0,4,1,-8,-0.5
CCCN1Cc2cccc(C(=O)NCc3ccc4c(c3)OCO4)c2C1=O,8,-2,9,0.5%,-2,0,0,18,-0.9
Cc1[nH]c2ccccc2c1C(=O)COC(=O)C1CC(=O)N(Cc2ccccc2)C1 (configuration not stated),-25,4,3,0.7%,-4,8,5,1,0.4
Cc1nc(SCC(=O)NCc2ccco2)c2c(C)c(C)sc2n1,-5,-4,-4,1.1%,-9,.,0,-20,0.2
COc1ccc(CC(=O)N/N=C/c2c(C)n(C)c3ccccc23)cc1OC,5,-2,11,-0.1%,-7,-19,-1,-13,-0.6
CC(NC(=O)c1cc(=O)[nH]c2ccc(Br)cc12)c1ccccc1 (configuration not stated),.,-5,-7,?,-9,-6,2,-10,2.5
CCOC1C(=O)NC(=O)N1Cc1ccccc1 (configuration not stated),-5,2,2,0.6%,0,-5,5,2,-0.3
COc1ccc(NC(=O)CCS(=O)(=O)c2nc(-c3cccs3)cc(C(F)(F)F)n2)cc1OC,?,-1,.,6.1%,2,19,2,2,1.5
CC1CN=C(c2cccn2Cc2ccc(F)cc2Cl)O1 (configuration not stated),-16,-14,3,0.9%,-2,-5,12,-4,2.1
Cc1nn2c(NCCOCCO)c3c(nc2c1-c1ccccc1)CCC3,18,3,6,6.1%,3,10,1,12,-1.5
COc1ccc(-c2oc3ncnc(NCCCN(C)C)c3c2-c2ccc(OC)cc2)cc1,-1,8,54*,7.2%,-3,-22,7,-7,-1.9
c1ccc(OCc2nc3c4c(ncn3n2)-c2ccccc2CC42CCCC2)cc1,-5,-6,-1,-0.7%,-9,-6,1,-12,1.5
CCC(c1nnnn1Cc1ccc(OC)cc1)N1CCN(C(=O)c2ccco2)CC1 (configuration not stated),18,1,-23,2.5%,0,.,0,30,-3.0
CC(C)CCN(C(=O)c1ccc(Br)cc1)c1c(N)n(Cc2ccccc2)c(=O)[nH]c1=O,4,-2,-6,3.4%,-2,-6,2,2,0.2
COc1cc(C(=O)Nc2ccc3oc(-c4ccccc4)nc3c2)cc(OC)c1OC,-60*,-2,.,2.1%,1,4,-1,3,0.0
COc1ccc(-c2cccc(NS(=O)(=O)c3ccccc3[N+](=O)[O-])c2)nn1,9,5,.,0.3%,-3,7,1,-10,.
CCCCN(CC)Cc1ccc(CNC(=O)Nc2ccc(OCC)cc2)o1,-4,13,1,-0.2%,-3,-9,4,-17,0.0
O=C(Nc1ccccc1)N1CCN(c2ccc(C(F)(F)F)cn2)CC1,11,11,24,1.7%,-3,-1,16,-23,0.8
Cc1ccc(C2CC(=O)c3cnn(-c4nc(C)cc(C)n4)c3C2)cc1 (configuration not stated),-1,6,-10,2.2%,9,4,2,15,-0.1
CCOc1ccc2nc(N3CCCC(C(=O)NCCc4ccc(C)cc4)C3)sc2c1 (configuration not stated),-16,4,.,0.1%,-1,2,0,14,1.0
CCCc1nc(SCC(=O)N2CCCC2)c2ccccc2n1,5,-1,5,12%,-3,-2,4,-4,-0.2
Cc1cccc(N2CCN(S(=O)(=O)c3cc(-c4cc(C)no4)ccc3C)CC2C)c1 (configuration not stated),-4,17,-9,-0.8%,3,3,4,11,-0.3
Cc1nc(-c2coc3cc(C)c(N=O)c(O)c3/c2=N\N)cs1,-8,-7,7,-2.5%,2,-10,0,-13,1.5
Cc1ccc(S(=O)(=O)NCCC(=O)NC(C)CCc2ccccc2)cc1 (configuration not stated),-62*,3,12,0.0%,-4,5,-1,2,-0.4
O=S(=O)(Nc1cccc(CO)c1)c1cccs1,5,-1,-6,0.5%,-3,-1,3,-1,2.6
CCn1c(C(=O)NCc2ccc(F)cc2)cc2oc3ccccc3c21,.,0,.,1.8%,-2,0,-1,4,-0.2
O=C(COC(=O)c1cn(-c2ccccc2)nc1-c1ccc(F)cc1)Nc1ncc(Cl)cc1Cl,-16,-5,13,6.6%,1,-2,2,3,-0.4
CN(C)C(=O)CSc1nnc(Cc2ccc([N+](=O)[O-])cc2)o1,16,8,7,1.7%,-2,-5,2,3,0.6
CN(Cc1nc(CCc2ccccc2)no1)Cc1cccs1,20,-1,-3,5.4%,-1,4,1,4,1.0
Cc1ccc(CCNC(=O)C2CCCN(S(=O)(=O)c3ccc4c(c3)oc(=O)n4C)C2)cc1 (configuration not stated),.,-2,.,-0.8%,1,-4,-1,-6,.
COc1ccc(Nc2cc(O)c3ncccc3c2)cc1,.,-2,.,-0.4%,-8,.,0,-3,.
O=C(Cc1cccc2ccccc12)NNC(=O)c1ccc(Br)o1,1,-5,-4,1.7%,-7,-6,5,-11,-0.9
CCc1cccc(CC)c1NC(=O)CCCSc1nc2ccccc2s1,4,13,30*,-1.6%,8,-2,11,16,-1.4
Cc1cc(=O)oc2cc(OCC(=O)c3ccccc3)ccc12,0,-4,-8,-0.2%,-6,-13,2,3,1.2
C[C@@]12C(=O)N(c3cccc(F)c3)C(=O)N1[C@H](c1ccc(Cl)cc1)[C@@H]1C(=O)N(C3CCCCC3)C(=O)[C@@H]12,.,-3,.,-0.5%,-5,.,1,2,.
COC(=O)CC1C(=O)NCCN1C(=O)c1ccc([N+](=O)[O-])cc1 (configuration not stated),-2,8,4,0.3%,-5,3,-1,-2,1.2
COc1ccc(Cl)cc1NC(=O)CSc1nnc(Cn2c(=O)sc3ccccc32)n1C,.,-8,.,-2.6%,4,.,0,12,.
O=C(CN1CCN(Cc2ccccc2F)C1=O)NCc1cccnc1,.,-1,20,-0.5%,-7,-5,0,30,0.8
CC(=O)/C(N=Nc1ccc(OC(F)(F)F)cc1)=C(\C)O,-24,-2,20,3.4%,-7,-13,3,-14,-0.1
Cc1ccc(S(=O)(=O)NC(CC(C)C)C(=O)N2CCN(C/C=C/c3ccccc3)CC2)cc1 (configuration not stated),-4,-1,.,2.4%,0,.,6,15,.
Cc1cc(C)c(S(=O)(=O)N2CCC(C(=O)OCc3c(C)noc3C)CC2)c(C)c1,7,0,7,2.4%,.,-7,45*,20,-0.1
O=C(CSc1c(F)c(F)cc(F)c1F)Nc1ccc(C2SCCS2)cc1,-3,4,8,7.0%,0,-8,7,-14,0.2
Cc1ccc2ccc(S(=O)(=O)NCc3ccccn3)cc2c1,3,3,-7,2.4%,.,3,6,-27,-0.7
COc1ccccc1C(c1nnnn1CC1CCCO1)N1CCC(C(N)=O)CC1 (configuration not stated),-9,-7,.,2.2%,-7,.,1,-13,.
CC(C)c1nc(N2CCN(C(=O)c3ccccc3)CC2)c(C#N)c2c1COC(C)(C)C2,4,-7,-13,3.9%,5,0,0,-9,1.6
O=C(c1cccs1)N(Cc1ccco1)c1nc(-c2ccc(F)cc2)cs1,-13,3,2,-0.3%,3,-8,10,3,1.8

Exported with values under each structure: part of the list above
Each structure is followed by: RXFP1 antag, TRHR PAM, D2 antag, RXFP1 agonist, D1 PAM, D2 PAM, D1 ag, D1 antagonist, D2 agonist
- O=S(=O)(Nc1cccc(CO)c1)c1cccs1
    5, -1, -6, 0.5%, -3, -1, 3, -1, 2.6
- CCn1c(C(=O)NCc2ccc(F)cc2)cc2oc3ccccc3c21
    ., 0, ., 1.8%, -2, 0, -1, 4, -0.2
- O=C(COC(=O)c1cn(-c2ccccc2)nc1-c1ccc(F)cc1)Nc1ncc(Cl)cc1Cl
    -16, -5, 13, 6.6%, 1, -2, 2, 3, -0.4
- CN(C)C(=O)CSc1nnc(Cc2ccc([N+](=O)[O-])cc2)o1
    16, 8, 7, 1.7%, -2, -5, 2, 3, 0.6
- CN(Cc1nc(CCc2ccccc2)no1)Cc1cccs1
    20, -1, -3, 5.4%, -1, 4, 1, 4, 1.0
- Cc1ccc(CCNC(=O)C2CCCN(S(=O)(=O)c3ccc4c(c3)oc(=O)n4C)C2)cc1 (configuration not stated)
    ., -2, ., -0.8%, 1, -4, -1, -6, .
- COc1ccc(Nc2cc(O)c3ncccc3c2)cc1
    ., -2, ., -0.4%, -8, ., 0, -3, .
- O=C(Cc1cccc2ccccc12)NNC(=O)c1ccc(Br)o1
    1, -5, -4, 1.7%, -7, -6, 5, -11, -0.9
- CCc1cccc(CC)c1NC(=O)CCCSc1nc2ccccc2s1
    4, 13, 30*, -1.6%, 8, -2, 11, 16, -1.4
- Cc1cc(=O)oc2cc(OCC(=O)c3ccccc3)ccc12
    0, -4, -8, -0.2%, -6, -13, 2, 3, 1.2
- C[C@@]12C(=O)N(c3cccc(F)c3)C(=O)N1[C@H](c1ccc(Cl)cc1)[C@@H]1C(=O)N(C3CCCCC3)C(=O)[C@@H]12
    ., -3, ., -0.5%, -5, ., 1, 2, .
